TDP1 block: qHTS Assay for Inhibitors of Tyrosyl-DNA Phosphodiesterase (TDP1); Tyrosyl-DNA phosphodiesterase 1 (Homo sapiens), Q9NUW8; recombinant TDP1, AlphaScreen DNA substrate cleavage; Potency, µM (top dose mostly 130 µM), inactives show at the highest dose activity change, negative = inhibition, most hits filed as inhibitors; hit rate 0.28% among 350,000; AID 485290, 2010; note: nearly all actives have a fitted effect of over 40% in size
Target sequence (Q9NUW8 whole entry, looked up): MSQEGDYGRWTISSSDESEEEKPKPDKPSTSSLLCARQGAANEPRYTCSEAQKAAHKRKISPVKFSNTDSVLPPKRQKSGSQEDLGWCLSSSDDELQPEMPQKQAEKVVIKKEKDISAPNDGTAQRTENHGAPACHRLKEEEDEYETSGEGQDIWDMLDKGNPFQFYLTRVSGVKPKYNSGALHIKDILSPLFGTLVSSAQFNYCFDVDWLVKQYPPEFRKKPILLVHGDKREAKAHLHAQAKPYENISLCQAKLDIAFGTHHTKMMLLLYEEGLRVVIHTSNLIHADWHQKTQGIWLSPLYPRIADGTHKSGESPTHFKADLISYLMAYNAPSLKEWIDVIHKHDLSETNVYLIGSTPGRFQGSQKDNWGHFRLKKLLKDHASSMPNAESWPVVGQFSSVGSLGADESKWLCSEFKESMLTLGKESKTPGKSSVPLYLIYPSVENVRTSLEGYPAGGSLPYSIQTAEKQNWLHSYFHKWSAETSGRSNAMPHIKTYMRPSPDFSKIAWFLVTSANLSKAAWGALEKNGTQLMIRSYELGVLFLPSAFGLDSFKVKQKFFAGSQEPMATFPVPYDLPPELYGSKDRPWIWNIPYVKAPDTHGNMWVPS
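Compounds were preincubated with Tdp1 (1 nM final) for 15 min at room temperature before substrate (15 nM final) started a 5 min reaction; beads (10 ug/ml final) were then added for 10 min before AlphaScreen detection.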
N370S GC mod: qHTS Assay for Inhibitors and Activators of N370S glucocerebrosidase as a Potential Chaperone Treatment of Gaucher Disease. N370S GC spleen homogenate, 4MU-glucoside fluorescence. Potency, µM (series often up to 59.4 µM), for inactives: top-dose activity change, negative = inhibition, hits mostly inhibitors. hit rate 0.092% among 330,000. AID 2101, 2009;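 note: 0% = full enzyme activity and -100% = no enzyme basal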
FEN1 inhibitor: qHTS Assay for the Inhibitors of Human Flap endonuclease 1 (FEN1); P39748; Recombinant FEN1 flap cleavage, fluorescence, 15 min; Potency, µM (titrated, usually from 114 µM), without a hit: at the top dose activity change, negative = inhibition, most hits filed as inhibitors; hit rate 0.35% among 390,000; AID 588795, 2011; note: nearly all actives have a fitted effect of over 65% in size
Target sequence (P39748 whole entry, looked up): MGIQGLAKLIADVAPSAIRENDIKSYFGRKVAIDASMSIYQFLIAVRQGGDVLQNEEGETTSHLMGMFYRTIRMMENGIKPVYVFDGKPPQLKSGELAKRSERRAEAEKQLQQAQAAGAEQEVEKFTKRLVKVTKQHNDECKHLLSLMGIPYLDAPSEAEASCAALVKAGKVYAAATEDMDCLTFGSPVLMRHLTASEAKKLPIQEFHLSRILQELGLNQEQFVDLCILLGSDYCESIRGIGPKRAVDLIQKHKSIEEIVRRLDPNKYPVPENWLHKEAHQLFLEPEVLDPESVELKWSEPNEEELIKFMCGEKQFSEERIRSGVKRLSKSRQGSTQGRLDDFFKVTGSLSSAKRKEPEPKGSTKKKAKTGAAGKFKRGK
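Nuclease activity of 10 nM FEN1 was measured after 15 min of room-temperature exposure to titrated compounds, by adding 50 nM flap substrate and reading plates at 0 and 15 min.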
* hit, by the source's call; u = inconclusive; x = no result given; & = joins results of further samples; [ ] = another dose, or the depositor's remark. Calls come from the whole dose curve; as a rule, active = well fitted curve in the direction sought with a large enough effect; inconclusive = small, poorly fitted or top-dose-only effect, or another doubt; inactive = no such curve, though single readings can be large; an effect the other way counts as inactive or inconclusive. Unless noted, % is set by controls: 0 for no effect and ±100 for the full control effect; potency is the fitted concentration of half-maximal effect.

SMILES	TDP1 block	N370S GC mod	FEN1 inhibitor
COC(=O)C1=C[C@@H](C(=O)OC)C2C3=C(C(=O)[C@]2(C)NC(=O)c2ccccc2)[C@H](C)n2c(=O)n(C)c(=O)n2[C@@H]3C1 (stereo not given in full)	7.9%	2.8%	-10.5%
CCC(C)N(C(=O)COC(=O)CNC(=O)c1sc2ccccc2c1Cl)C1CCS(=O)(=O)C1 (stereo not given)	-0.1%	-5.6%	0.7%
Cc1cccc(C(=O)NCc2nnc(SCC(=O)Nc3nnc(C)s3)n2C)c1	x	1.9%	3.1%
CCCSCCCNC(=O)c1ccc2c(c1)sc1nc(-c3ccc(OCC)cc3)cn12	5.2%	x	-3.9%
CC1C2CC(C(S(=O)(=O)N3CCOCC3)C2=O)C1(C)C (stereo not given)	1.0%	-9.0%	6.8%
CCOC(=O)c1c(S(=O)(=O)N2CCC(C(=O)Nc3ccc(C)c(Cl)c3)CC2)c(C)n(C)c1C	0.5%	x	-4.3%
OC1=C(O)c2nc3cc(C(F)(F)F)ccc3nc21	-0.6%	-11.3%	-7.8%
CCOC(=O)C1=C(C)Nc2ccccc2N=C1NC(=O)c1oc2ccccc2c1COC	-0.7%	x	-14.0%
COc1ccc(/C=C/C(=O)Nc2ccc3nc(N4CCCCC4)cc(C)c3c2)cc1OC	8.8%	x	-8.5%
Cn1c(SCc2ccc(F)cc2)nc2ccc(C(=O)NCc3ccc(Cl)cc3)cc21	2.9%	x	7.8%

Reprinted at random: 3 records from the list
SMILES	TDP1 block	N370S GC mod	FEN1 inhibitor
CCCSCCCNC(=O)c1ccc2c(c1)sc1nc(-c3ccc(OCC)cc3)cn12	5.2%	x	-3.9%
COc1ccc(/C=C/C(=O)Nc2ccc3nc(N4CCCCC4)cc(C)c3c2)cc1OC	8.8%	x	-8.5%
CCOC(=O)c1c(S(=O)(=O)N2CCC(C(=O)Nc3ccc(C)c(Cl)c3)CC2)c(C)n(C)c1C	0.5%	x	-4.3%

(further entries)
SMILES	TDP1 block	N370S GC mod	FEN1 inhibitor
Cc1ccc(Cn2nnc3c(=O)[nH]c(C4CCN(S(=O)(=O)c5ccc(C)cc5)CC4)nc32)cc1	6.0%	-5.6%	u
CCc1nnc(NC(=O)c2ccc(Br)c(S(=O)(=O)N3CCOCC3)c2)s1	x	-15.0%	0.6%
COc1cccc(CNC(=O)Cn2c(=O)oc3cc(S(=O)(=O)N4CCCC4)ccc32)c1	5.1%	x	-7.1%
Cc1[nH]n(C(N)=S)c(=O)c1N=Nc1ccc(Br)cc1	x	-13.5%	-10.8%
COc1ccc(/C=C2/C(=O)C(C)(C(C)C)CCC2C)cc1 (stereo not given)	x	-6.7%	14.5%
Cc1nc2sc(C(c3ccc(Cl)cc3)N3CCOCC3)c(O)n2n1 (stereo not given)	2.0%	4.7%	10.7%
CCOc1ccc(Nc2nc(Cc3nnc(SCC(=O)c4ccc(C)cc4)o3)cs2)cc1	5.1%	7.3%	-23.2%
CCOC(=O)Cn1c(=O)c2c(nc3n2CCS3)n(C)c1=O	8.4%	0.1%	-14.3%
O=S(=O)(NC(=NCc1ccccc1)c1ccc(F)cc1)c1ccc(Cl)cc1	2.4%	-4.0%	7.2%
O=C(Nc1cccc(-c2nc3cccnc3s2)c1)C1c2ccccc2Oc2ccccc21	u	-3.6%	-13.5%
Cc1ccc(C(=O)N2CCN(C(=O)CN3CCOCC3)C2)cc1	2.4%	2.5%	1.2%
Cc1cc(C)cc(-n2ccnc2SCC(=O)Nc2ccc(C)c(Cl)c2)c1	7.7%	x	1.0%
NC(C(=O)N[C@@H]1C(=O)N2C(C(=O)O)=C(Cl)CS[C@H]12)c1ccccc1 (stereo not given in full)	-5.8%[56.1 µM]	1.1%	x
CCOc1ccc(CNC(=S)N/N=C/c2ccc(OC)c(OC)c2)cc1	4.1%	4.8%	-17.3%
COc1cc(C(=O)OCC(=O)N2CCCC2=O)cc(OC)c1C	u	x	-12.1%
CC(=O)c1cccc(NC(=O)c2ccc3c(c2)c(C)c(C)n3Cc2ccc(Cl)cc2)c1	2.6%	x	11.8%
COc1ccccc1C(=O)Nc1ccc(OCC(=O)N2CC(C)CC(C)C2)cc1 (stereo not given)	1.5%	x	-7.6%
CC(SC(=S)N(C)Cc1cccs1)C(=O)O (stereo not given)	8.2%	8.2%	3.9%
c1cncc(CSc2ccc(-c3cccs3)nn2)c1	2.3%	20.0%	1.7%
O=C(Nc1cccnc1Cl)c1cc(-c2cccc(Cl)c2)on1	9.0%&-6.4%	0.2%	-10.4%&-4.2%
Cc1ccc(-n2c(C)nn(CCOc3ccccc3)c2=O)cc1	2.6%	-1.5%	7.8%
O=C(CCn1nnc2ccccc21)N/N=C\Cc1ccccc1	-3.7%	13.4%	-6.4%
CCc1cccc(C)c1NS(=O)(=O)c1c(C)nc2sccn2c1=O	2.6%	-13.8%	0.4%&17.6%
Cc1ccc(N=Nc2c(N)n(-c3ccccc3)[nH]c2=O)cc1	11.9%	-12.5%	-6.3%
O=C(Nc1ccccc1N1CCN(c2ccc(F)cc2)CC1)C12CC3CC(CC(C3)C1)C2	-0.7%[56.1 µM]	8.7%	-8.0%
CN(C(=O)c1sc2nc(N3CCOCC3)c3c(c2c1N)CCCC3)c1ccccc1	1.3%	14.0%	2.8%
CC(=O)c1cccc(NC(=O)C(NC(C)C)c2ccccc2)c1 (stereo not given)	2.7%	11.8%	4.7%
CCC(C)N(C(=O)CSc1ncnc2sccc12)C1CCS(=O)(=O)C1 (stereo not given)	0.6%	x	-6.5%
COc1cccc(CNC(=O)CN2C(=O)N(c3cc(C)ccc3C)S(=O)(=O)c3ccccc32)c1OC	1.5%	x	15.7%
COC(=O)c1cc2ccsc2n1CC(=O)Nc1cc(Cl)ccc1OC	4.5%	u	-7.6%

Of the compounds above, these contain fluorine:
SMILES	TDP1 block	N370S GC mod	FEN1 inhibitor
OC1=C(O)c2nc3cc(C(F)(F)F)ccc3nc21	-0.6%	-11.3%	-7.8%
Cn1c(SCc2ccc(F)cc2)nc2ccc(C(=O)NCc3ccc(Cl)cc3)cc21	2.9%	x	7.8%
O=S(=O)(NC(=NCc1ccccc1)c1ccc(F)cc1)c1ccc(Cl)cc1	2.4%	-4.0%	7.2%
O=C(Nc1ccccc1N1CCN(c2ccc(F)cc2)CC1)C12CC3CC(CC(C3)C1)C2	-0.7%[56.1 µM]	8.7%	-8.0%

The results go on:
SMILES	TDP1 block	N370S GC mod	FEN1 inhibitor
COC(=O)c1ccccc1NC(=O)Cn1nc(C(F)(F)F)c2c1CCC2	6.2%	u	-11.4%
CCC(=O)N1CCc2cc(S(=O)(=O)NCCC(=O)N3CCN(c4cccc(OC)c4)CC3)ccc21	4.8%	-4.3%	-1.6%
CCCSCCCNC(=O)c1cc2n(n1)CCCN(Cc1ccc(C)cc1)C2=O	1.2%	x	19.0%
CCOCC(=O)Nc1cccc(-c2nc3cccnc3s2)c1C	x	8.7%	14.5%
c1ccc(-c2nc[nH]c2-c2ccccc2)cc1	8.4%	-14.8%&-18.1%	2.0%
CCCc1cc(C(=O)NCC(C)C)no1	0.0%	-5.7%	19.3%
CCN(CC(=O)Nc1c(F)cccc1F)C(=O)CSc1nc2ccccc2o1	1.6%	1.8%	3.8%
COc1ccc(CCNC(=O)Cc2c(Cl)cccc2Cl)cc1	5.3%	4.3%	1.5%
Cc1ccc(C(c2nnnn2Cc2ccccc2)N2CCN(Cc3ccccc3)CC2)cc1 (stereo not given)	6.6%	-5.6%	-9.6%
CC(Nc1oc(-c2ccc(COc3ccccc3)o2)nc1C#N)c1ccccc1 (stereo not given)	6.8%	x	1.0%

Reformatted: entries from further up
The line under a structure holds: TDP1 block	N370S GC mod	FEN1 inhibitor
CCCc1cc(C(=O)NCC(C)C)no1
  0.0%	-5.7%	19.3%
CCN(CC(=O)Nc1c(F)cccc1F)C(=O)CSc1nc2ccccc2o1
  1.6%	1.8%	3.8%

(next part)
SMILES	TDP1 block	N370S GC mod	FEN1 inhibitor
COc1ccc(C(=O)N/C(=C\c2ccccc2)C(=O)Nc2cccc(C(=O)O)c2)cc1	4.6%	-5.1%	22.4%
Cc1ccccc1C(=O)NNC(=O)c1ccc(Br)cc1	4.9%	1.8%	12.7%
COC(=O)c1ccsc1NC(=O)c1ccc2c(c1)OCCO2	x	2.4%	4.0%
COc1ccccc1C(=O)NC(=O)COc1ccc(Cl)cc1Cl	x	4.1%	11.3%
Cn1c(=O)c2c(nc(Sc3ncccn3)n2Cc2ccc(Cl)cc2)n(C)c1=O	4.9%	-4.3%	3.4%
Cc1cccc(N2CCN(C(=O)CN3CCOc4ccccc43)CC2C)c1 (stereo not given)	3.9%	-7.2%	-18.4%
Cc1ccc(NC(=O)CSc2nnc(CCNC(=O)OC(C)(C)C)o2)c(C)c1	6.1%	-2.1%	4.6%
O=c1c(C(c2ccc(Br)cc2)c2c(O)nc3n(c2=O)CCS3)c(O)nc2n1CCS2	x	-1.6%	2.6%
COC(=O)CN1C(=O)[C@@H]2[C@H](C1=O)[C@@H]1CC(C(=O)OC)=C[C@@H](C(=O)OC)C3C1=C(C(=O)C31CCCCC1)[C@@H]2C (stereo not given in full)	8.5%	-10.1%	4.8%
COc1ccc(C(=O)OCC(=O)NC(=O)NC2CCCC2)cc1[N+](=O)[O-]	1.5%	x	-11.0%
Cc1cc(C(=O)CN2C(=O)NC(C)(c3ccccc3)C2=O)c(C)n1CC1CCCO1 (stereo not given)	2.8%	-10.0%	-1.2%
Cc1cc(C)c(NC(=O)CSC2=Nc3ccccc3C3=NC(CC(=O)NCc4cccs4)C(=O)N23)c(C)c1 (stereo not given)	-4.3%[12.3 µM]	x	-11.7%
COc1ccc(C(=O)n2nnc3ccccc32)cc1OC	0.0%	7.0%	-3.2%
Cc1ccc(NC(=O)CN2CCCN(S(=O)(=O)c3ccc(Br)s3)CC2)cc1	2.3%	27.6%	4.3%
CNC(=O)COC(=O)c1ccc(-c2nc3ccccc3s2)s1	-5.6%	x	-4.2%
COC(=O)c1cccc(NC(=O)CCc2cc(OC)c(OC)c(OC)c2)c1	3.4%	3.9%	11.9%
CC(NC(=O)/C(C#N)=C/c1cn[nH]c1-c1ccccc1)c1ccccc1 (stereo not given)	-3.1%	9.1%	-17.9%
COc1ccc(NC(=S)N(CCCN2CCOCC2)Cc2ccccn2)cc1	7.9%	-19.5%	1.0%
COc1ccc(-c2csc(N(C)C(=O)c3ccco3)n2)cc1	x	3.4%	2.5%
Cc1nc(NC(=O)c2ccccc2O)sc1C	x	-12.5%	5.1%
C[C@H](CO)N1C[C@H](C)[C@@H](CN(C)C(=O)Nc2ccccc2)Oc2c(NC(=O)NC3CCCCC3)cccc2C1=O	1.4%	x	-5.3%
CCSc1nnc(NC(=O)c2c(-c3ccccc3Cl)noc2C)s1	-1.0%	5.8%	7.6%
Oc1cccc(Nc2nc(O)c(/C=C3\C=Nc4ccccc43)s2)c1	3.6%	5.0%	-18.2%
Cc1ccc2nc(N(Cc3cccnc3)C(=O)c3cccs3)sc2c1	5.2%	x	-3.6%
CCOc1cc(C)c(C(C)C)cc1S(=O)(=O)n1ccnc1CC	7.1%	x	-12.5%
CCOc1ccc(OCC(=O)NCCS(=O)(=O)N2CCN(c3cccc(Cl)c3)CC2)cc1	-4.7%	x	11.8%
CC(=O)c1ccc(NC(=O)C2CCC(CNS(=O)(=O)c3cccs3)CC2)cc1 (stereo not given)	5.0%	x	8.0%
C/C(=C\C(=O)O)C12CC3CC(CC(C3)C1)C2	-10.1%	3.5%	30.7%
CCN(CC)c1ccc(NC(=O)COc2ccc(C)cc2)cc1	-3.7%	5.4%	-22.5%
COc1cc2ccccc2cc1C(=O)N1CCN(c2nc3ccc(F)cc3s2)CC1	7.8%	x	-14.6%
O=C(NCCC(=O)N1CCN(S(=O)(=O)c2ccccc2)CC1)c1ccc(Br)cc1	-7.1%	1.4%	-3.6%
C=CCn1c(-c2ccccc2)c[nH]c1=S	4.4%	-1.7%	-1.9%
CCOC(=O)C/C(C)=N/NC(=O)COc1ccccc1C	2.7%	1.4%	-5.3%
CCOC(=O)c1cnn(-c2nc(-c3ccccc3F)cs2)c1C(F)(F)F	0.0%	7.7%	-17.4%
CC(C)(C)NC(=O)C12CCC(C)(c3nc4ccccc4nc31)C2(C)C (stereo not given)	2.8%	u	-7.0%
Cc1ccc(/C=N/NC(=O)c2csc3c2CCCC3)cc1	-3.1%	-0.4%	1.1%
Cc1ccc(S(=O)(=O)NC(CC(C)C)C(=O)Oc2ccc3c4c(c(=O)oc3c2)CCC4)cc1 (stereo not given)	0.0%	u	-13.8%
Cc1ccccc1NC(=O)CCN1CCN(C)CC1	x	-1.2%	3.4%
COc1cc(NC(=O)Cn2c(=O)n(CC3CCC(C(=O)NCCc4ccccc4)CC3)c(=O)c3ccccc32)cc(OC)c1 (stereo not given)	2.5%	x	-13.3%
